NPY Y1 blocker – NPY-Y1 receptor antagonists, primary screen, cell-based. 1% of 200,000 active. HEK293-CNG Y1 cells, membrane potential fluorescence; NPY at EC95, then isoproterenol. Neuropeptide Y receptor type 1 (Homo sapiens), P25929. inhibition, % at 3.6 µM. AID 1040, 2008;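 active means inhibition above the campaign mean inhibition of all tested compounds plus 3 SD, cut at about 20% in these data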;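 further: 0% = DMSO wells given NPY plus isoproterenol and 100% = isoproterenol alone without NPY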
Target sequence (P25929 whole entry, looked up): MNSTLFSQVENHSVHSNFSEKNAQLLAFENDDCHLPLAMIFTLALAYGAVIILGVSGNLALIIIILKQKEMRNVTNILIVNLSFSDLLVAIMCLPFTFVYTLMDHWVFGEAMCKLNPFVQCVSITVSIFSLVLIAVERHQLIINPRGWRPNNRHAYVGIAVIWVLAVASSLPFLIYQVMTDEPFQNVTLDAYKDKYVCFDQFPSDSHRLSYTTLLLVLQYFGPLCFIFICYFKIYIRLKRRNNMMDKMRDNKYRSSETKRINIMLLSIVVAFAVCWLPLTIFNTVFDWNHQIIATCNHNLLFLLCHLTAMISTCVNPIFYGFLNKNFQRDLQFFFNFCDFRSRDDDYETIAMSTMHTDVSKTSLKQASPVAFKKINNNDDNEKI
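Assay system: HEK293 cells with Y1 receptor plus CNG channel | Probe or stimulus: NPY (25 nM), isoproterenol (1 µM), Ro 20-1724 (25 µM) | Timing: Compound incubation 1 h at room temperature, readout 45 min post-stimulation | Measured by: Membrane-potential fluorescent dye readout | Benchmarks: High control isoproterenol alone, low control NPY with isoproterenol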
p47phox inh – p47phox/p22phox peptide binding inhibitors, primary screen, biochemical, uHTS, NADPH oxidase regulatory subunit | fluorescence polarization, 2 h | inhibition, % at 24.7 µM | 0.53% of 220,000 active | AID 1274, 2008;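 active means inhibition above about 30%, limit read from the data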;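 further: 0% = p47phox with labelled peptide and 100% = labelled peptide alone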
NPY1 pot ag – NPY-Y1 receptor potentiators or agonists, primary screen, cell-based | AID 1304, 2008 | activation, % at 3.6 µM | NPY-Y1 expressing cells, potentiator/agonist activation | Neuropeptide Y receptor type 1 (Homo sapiens), P25929 | 0.37% of 220,000 active; in the data active means activation above about 33%, passing the limit was not always enough;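 further: cells stimulated with NPY at EC10 then isoproterenol at EC100; 0% = low agonist plus stimulus and 100% = saturating agonist plus stimulus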
BaF3 parental – parental Ba/F3 cell viability inhibition, counter-screen for JAK2V617F inhibitor project, murine pro-B, CellTiter-Glo luminescence; inhibition, % at 5.6 µM; AID 1486, 2009; CellTiter-Glo ATP luminescence; 1.1% of 220,000 active;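 active means inhibition above a per-campaign cutoff, the mean inhibition of all tested compounds plus 3 SD, cut at about 27% in these data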;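 further: 0% = DMSO wells and 100% = JAK Inhibitor I control wells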
CHOP inh – inhibitors of CHOP promoter induction, primary screen, cell-based, unfolded protein response, luciferase reporter | CHO-K1 CHOP-promoter luciferase, tunicamycin-induced, 15-18 h | inhibition, % at 10 µM | 3.8% of 220,000 active | AID 2732, 2010;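 active means compounds that reduced the stress-induced luciferase reporter signal by more than about 70% of percent inhibition, limit read from the data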;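 further: 0% = tunicamycin plus vehicle and 100% = wells without tunicamycin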
NPY-Y2 PAM-ag – NPY-Y2 potentiators or agonists, primary screen, cell-based; 0.45% of 220,000 active; Neuropeptide Y receptor type 2 (Homo sapiens), P49146; activation, % at 3.6 µM; AID 1359, 2008; cells expressing NPY-Y2, potentiator/agonist read-out; in the data active means activation above about 27%;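 further: cells stimulated with NPY near EC25 plus isoproterenol at EC100; 0% = vehicle plus submaximal agonist and 100% = vehicle plus saturating agonist; some results beyond the cut were filed as inactive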
Target sequence (P49146 whole entry, looked up): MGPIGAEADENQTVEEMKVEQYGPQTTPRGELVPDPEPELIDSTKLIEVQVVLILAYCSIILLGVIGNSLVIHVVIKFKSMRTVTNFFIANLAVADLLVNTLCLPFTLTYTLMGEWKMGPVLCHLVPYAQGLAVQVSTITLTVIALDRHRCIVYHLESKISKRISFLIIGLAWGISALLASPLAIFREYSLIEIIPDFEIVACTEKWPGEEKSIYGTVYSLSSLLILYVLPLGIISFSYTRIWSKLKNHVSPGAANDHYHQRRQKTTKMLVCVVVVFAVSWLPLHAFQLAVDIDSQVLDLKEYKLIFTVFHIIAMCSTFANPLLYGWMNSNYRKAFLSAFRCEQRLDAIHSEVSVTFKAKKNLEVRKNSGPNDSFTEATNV
Ba/F3 V617F tox – reduced viability of JAK2V617F-dependent Ba/F3 cells, primary screen, JAK2V617F inhibitor project, cell-based, Ba/F3 EpoR-JAK2V617F, luminescence; ATP luminescence; inhibition, % at 5.6 µM; 1.1% of 220,000 active; AID 1446, 2008;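 active means inhibition above the campaign mean plus 3 SD over all tested compounds, cut at about 24% in these data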;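 further: cytokine-independent growth of Ba/F3 cells driven by EpoR plus mutant JAK2; 0% = DMSO-treated cells and 100% = JAK inhibitor I control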
S1P4 antagonist – S1P4 receptor antagonists, primary screen, cell-based | 0.26% of 220,000 active | inhibition, % at 4.98 µM | Sphingosine 1-phosphate receptor 4 (Homo sapiens), O95977 | S1P4-expressing cells, antagonist mode, reporter read-out; in the data active means inhibition above about 29%;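 further: 0% = wells stimulated with agonist and 100% = vehicle wells without agonist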
S1P4 agonist – S1P4 receptor agonists, primary screen, cell-based | Sphingosine 1-phosphate receptor 4 (Homo sapiens), O95977 | S1P4-expressing cell line, agonist reporter assay | activation, % at 4.98 µM | 0.35% of 220,000 active | AID 1509, 2009; in the data active means activation above about 11%;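 further: 0% = DMSO vehicle and 100% = reference agonist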
Active calls of the source: *; nt = no result given. Compounds were not picked by outcome (roughly 7.1% active in at least one column).

SMILES	NPY Y1 blocker	p47phox inh	NPY1 pot ag	BaF3 parental	CHOP inh	NPY-Y2 PAM-ag	Ba/F3 V617F tox	S1P4 antagonist	S1P4 agonist
CCN(CCCCN1C(=O)c2ccccc2C1=O)c1ccc2c(c1)C(=O)N(C)C2=O	4.2	-36.6	-3.1	3.8	59.3	-1.1	0.1	-2.4	0.3
CNc1cc(N2CCN(S(=O)(=O)N(C)C)CC2)ccc1[N+](=O)[O-]	-3.6	-7.1	8.2	6.0	10.3	8.5	1.4	-11.8	-1.3
CCNc1ccc(C(=O)OCC)cc1NC(=O)c1cc(S(=O)(=O)N2CCOCC2)ccc1C	-2.1	-16.3	8.7	6.4	28.0	-1.8	0.8	0.6	1.3
Cc1cccc(Nc2nc(N3CCCCC3)nc(N3CCCCC3)n2)c1	-2.5	-4.1	-28.7	0.5	-2.8	-7.7	2.9	-9.2	1.4
Cn1c(CN2CCCC2)nc2cc(NC(=O)c3cccs3)ccc21	4.2	-11.8	-27.8	10.2	0.5	-27.3	6.8	2.8	-1.3
CCN(CC)c1ccc(-c2nn3c(-c4n[nH]c5c4CCC5)nnc3s2)cc1	11.1	-78.9	-40.8	77.5*	nt	-19.8	74.5*	2.2	3.6
COc1ccccc1C(=O)OCC(=O)NC(=O)NCc1ccccc1	4.0	nt	-9.8	3.7	11.4	-21.4	4.2	-6.7	1.2
Cn1c(N2CCOCC2)cc(=O)n(C)c1=O	5.6	-5.8	-13.9	8.6	0.7	-10.9	5.6	-0.7	-1.5
Cc1cc(C)nc(SCc2cccc(C(=O)O)c2)n1	-5.8	4.0	1.7	4.1	51.6	5.0	-0.2	-4.6	3.0
CCOC(=O)C1=C(C)NC2=C(C(=O)CCC2)C1c1ccc(O)c(OCC)c1 (centres undefined)	10.9	0.9	-19.1	8.2	12.1	-17.9	0.6	-27.7	0.0
Cn1c(N)c(C(=O)COC(=O)c2ccc(Cl)c(S(=O)(=O)N3CCCC3)c2)c(=O)n(C)c1=O	nt	-2.2	0.4	1.0	5.5	-14.7	3.4	9.8	0.5
Cc1c(Cl)c([N+](=O)[O-])nn1CCCC(=O)Nc1cc(Oc2ccccc2)cc([N+](=O)[O-])c1	4.1	-12.0	-1.6	6.6	69.1	-10.2	1.1	-14.6	-0.5
CC(C)C(c1nnnn1Cc1cccs1)N1CCN(C2CCCC2)CC1 (centres undefined)	15.3	-0.2	-5.5	2.7	1.9	-11.4	-0.3	1.5	0.4
O=C(CNC(=O)C12CC3CC(CC(C3)C1)C2)N1CCN(S(=O)(=O)/C=C/c2ccccc2)CC1	0.8	0.8	38.7	5.1	45.1	12.9	2.2	-7.5	-3.0
O=C(COC(=O)C1=Cc2ccccc2OC1)NCc1ccco1	6.5	-0.2	-17.5	3.5	12.7	12.1	-0.9	-1.5	3.1
COCCNc1ncnc2c1cnn2-c1ccc(Cl)cc1	-7.0	-1.9	11.0	6.0	-20.8	2.9	6.5	32.7*	0.0
COC(=O)c1cc(C(=O)OC)cc(-n2c(C)cc(C=O)c2C)c1	4.2	-15.9	15.1	2.6	20.6	-0.2	0.8	-5.8	1.9
CC(=O)Oc1ccc(/C=c2\sc3ncnn3c2=O)cc1	0.0	1.2	19.0	6.8	13.8	4.6	3.9	-3.4	-0.2
CC(C)C(OC(=O)c1cc2c(s1)CCCCC2)C(=O)NC(N)=O (centres undefined)	2.5	-9.5	-6.1	6.0	51.0	-0.7	0.3	-14.8	-0.5
CCC(C)N=C1Sc2nc3ccc(C)cc3cc2CN1CCOC (centres undefined)	3.6	3.5	7.6	5.5	32.2	-6.6	-4.2	7.5	-0.1
Cc1cccc(C(=O)NC(C(=O)Nc2nc(-c3ccccn3)cs2)C(C)C)c1 (centres undefined)	3.7	-2.0	-19.5	4.6	33.6	-8.9	8.1	-45.6	0.7
O=C(CN1CCN(C2CCCCC2)CC1)Nc1cccc2ccccc12	0.7	6.2	11.2	7.7	27.6	-1.9	1.1	-6.6	1.6
CCC1=NN(C(=O)Cc2ccccc2)C(O)(c2ccncc2)C1 (centres undefined)	1.7	-8.2	6.6	-2.4	-1.2	1.0	-2.6	6.9	1.2
CCOC(=O)NC(NCc1ccccc1Cl)(C(F)(F)F)C(F)(F)F	1.8	-9.3	5.1	-0.2	95.1*	2.3	-4.7	-13.8	-0.4
CN(C)c1ccc(CN(C)C2CCCCC2)cc1	-0.5	-1.9	-14.3	4.2	34.1	-8.7	-0.8	5.7	-2.6
Cc1ccc(C)c(S(=O)(=O)Nc2ccc3scnc3c2)c1	1.5	-8.9	7.6	19.8	nt	-3.0	35.2*	-7.5	-3.0
CC(=O)N1CCN(S(=O)(=O)c2ccc(C)cc2)C1c1ccc(N(C)C)cc1 (centres undefined)	11.1	0.5	-1.7	2.9	1.3	-3.6	-2.0	4.2	1.6
O=C(O)C(=O)/C(=C\c1ccc([N+](=O)[O-])cc1)c1ccc2ccccc2n1	9.2	1.6	-17.8	6.9	2.6	-2.8	2.9	-6.2	1.2
O=C(NNC1CC(=O)N(c2cccc(Cl)c2)C1=O)c1cccs1 (centres undefined)	2.3	-4.5	16.9	5.1	50.6	-1.8	0.9	-19.3	0.6
COc1ccc(NC(=O)c2cc(OC)c(OC)c(OC)c2)cn1	-5.5	2.8	-22.0	0.5	-6.0	0.9	-5.2	12.5	-1.1
Cc1cccc(N2CCN(Cc3cnc(Cl)s3)CC2C)c1 (centres undefined)	7.4	-1.1	-11.6	-2.3	6.6	-11.3	-5.2	-6.2	-0.9
COc1ccc(NC(=O)c2cc3ccc4c5ccccc5[nH]c4c3cc2O)cc1	nt	-0.4	18.0	-1.6	3.3	21.2	-2.1	-2.3	0.9
CCNC(=O)C(C)Oc1ccc(Cl)cc1Cl (centres undefined)	-2.3	-1.3	-2.9	5.1	16.0	9.4	2.6	-19.8	-0.6
CCOc1ccc(C(=O)Nc2cccc(-c3cc4ccccc4oc3=O)c2)cc1[N+](=O)[O-]	-1.4	-15.4	-49.9	8.0	56.2	-24.7	0.5	-7.5	-0.8
CC(SCc1ccccc1)C(=O)N/N=C/c1ccc(OCC(=O)NCc2ccco2)cc1 (centres undefined)	0.3	-4.8	-4.2	-0.6	24.8	-0.7	-2.4	-14.4	-0.5
CCc1ccc(NC(=O)CSc2nc(NS(=O)(=O)c3ccccc3)cc(=O)[nH]2)cc1	-3.1	-19.3	20.2	4.9	15.1	1.3	-2.3	-2.5	-0.9
CCOC(=O)N1CCN(C(=O)CN(c2cccc(OC)c2)S(C)(=O)=O)CC1	0.4	-6.7	5.8	7.0	-1.1	-7.5	-1.7	-2.2	0.8
c1cnc(-c2noc(CN3CCN(C4C5CC6CC(C5)CC4C6)CC3)n2)cn1 (centres undefined)	3.1	1.2	-2.6	0.0	17.1	-2.7	-1.6	-10.1	-0.6
CC(=O)NC12CC3CC(C1)CC(C(=O)OCC(=O)Nc1ncc(Cl)c(C)c1Cl)(C3)C2	-1.0	17.1	44.6*	7.9	46.8	8.1	-1.9	-28.8	0.1
CCNc1nc(Cl)nc(N(NC(C)=O)C(C)CC)n1 (centres undefined)	1.3	-0.2	19.2	4.9	0.2	4.0	-2.9	-7.2	0.7
N#Cc1ccccc1OCCOCCNC1CCCC1	1.1	0.0	27.5	8.3	1.1	-1.3	3.6	-11.3	-0.1
CCCCC(=O)Nc1cccc(NC(=S)NC(=O)COc2ccccc2Cl)c1	1.2	-3.9	9.9	5.3	18.6	-1.2	2.9	-9.1	0.3
Nc1c(N2CCCC2)cc(Cl)c2nonc12	3.9	9.4	-10.0	1.9	-261.4	-4.6	-0.5	2.1	0.0
Cc1cc(NC(=O)c2cc(-c3ccncc3)nc3c(C)cccc23)no1	9.8	-3.2	-4.4	50.4*	nt	-24.1	41.4*	-1.0	0.3
NC(=O)c1ccccc1NC(=O)Nc1cccc(Cl)c1	-0.2	-12.7	-5.1	-0.5	12.8	-10.8	-3.7	-6.5	-0.2

Some of the entries above, reformatted:
| molecule | NPY Y1 blocker | p47phox inh | NPY1 pot ag | BaF3 parental | CHOP inh | NPY-Y2 PAM-ag | Ba/F3 V617F tox | S1P4 antagonist | S1P4 agonist |
| --- | --- | --- | --- | --- | --- | --- | --- | --- | --- |
| CC(=O)Oc1ccc(/C=c2\sc3ncnn3c2=O)cc1 | 0.0 | 1.2 | 19.0 | 6.8 | 13.8 | 4.6 | 3.9 | -3.4 | -0.2 |
| CC(C)C(OC(=O)c1cc2c(s1)CCCCC2)C(=O)NC(N)=O (centres undefined) | 2.5 | -9.5 | -6.1 | 6.0 | 51.0 | -0.7 | 0.3 | -14.8 | -0.5 |

Continuation:
SMILES	NPY Y1 blocker	p47phox inh	NPY1 pot ag	BaF3 parental	CHOP inh	NPY-Y2 PAM-ag	Ba/F3 V617F tox	S1P4 antagonist	S1P4 agonist
CCOC(=O)c1cccc(NC(=O)c2cnccn2)c1	3.2	-17.8	3.6	-0.6	-12.3	5.8	-2.7	-20.5	1.1
O=C(COC(=O)C1(c2ccc(F)cc2)CCCC1)NC1CC1	-0.3	-15.6	8.7	4.0	20.3	-4.4	-2.1	-4.2	-1.0
Cc1onc(-c2c(Cl)cccc2Cl)c1C(=O)ONC(=O)c1ccccc1	nt	-8.8	-3.1	-1.8	0.9	1.4	-0.6	6.3	2.8
Nc1c(Nc2ccccc2)c2ccccc2oc1=O	5.0	-3.3	-37.7	0.7	-35.6	-14.2	-0.3	-1.3	-4.6
CCCCN1C(=O)C(O)=C(C(C)=O)C1c1ccccc1[N+](=O)[O-] (centres undefined)	-0.8	1.5	9.7	7.4	65.1	0.6	3.3	-0.3	0.7
O=C1c2ccccc2C(=O)N1CCN1CCCCC1	2.5	-16.3	20.5	5.8	13.3	6.7	2.0	9.7	-0.2
COC(=O)c1cn(CC(=O)Nc2ccc(F)cc2)c2ccccc12	-4.1	5.1	-1.8	6.3	13.1	8.4	4.2	2.0	-1.6
COc1ccc(S(=O)(=O)NCCN2CCNC2=O)cc1OC	nt	-8.5	31.3	1.0	16.1	-11.4	-3.6	-22.5	1.7
COC(=O)Cc1cc(=O)oc2c(C)c(O)ccc12	-0.7	-7.6	-0.3	-2.5	49.2	2.5	-1.0	-1.1	-1.4
COCCCNC(NC(=O)c1ccc(C)cc1)C(Cl)(Cl)Cl (centres undefined)	2.6	-0.4	9.5	3.7	30.7	15.8	3.6	-7.1	-0.2
C=CCNc1nc(NCC)nc(N2CCOCC2)n1	6.8	-5.0	0.6	-1.7	9.9	10.7	-3.0	-6.0	0.6
CCCCn1c(N)c(N(CC)C(=O)c2ccc3c(c2)S(=O)(=O)c2ccccc2C3=O)c(=O)[nH]c1=O	5.6	-12.6	-27.2	2.9	17.9	1.6	2.0	6.7	-0.6
Cc1ccc(-n2c(SCC(=O)N3Cc4ccccc4CC3C(=O)O)nnc2-c2cccnc2)c(C)c1 (centres undefined)	3.1	-3.2	2.0	2.8	20.5	-0.2	0.7	-21.8	0.4
Cc1ccc(NC(=O)/C=C\C(=O)O)c([N+](=O)[O-])c1	9.5	-0.6	-5.2	0.6	-8.2	-5.7	-5.3	3.9	-2.9
